Bioassay records as filed in PubChem.
ABHD5-PLIN5 inh = blocks binding of human ABHD5 to perilipin-5. Split G. princeps luciferase complementation, luminescence, 4 h. actives 0.78% (n = 360,000). inhibition, % at 4 µM. AID 602281;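 active means inhibition above the mean inhibition across every tested compound plus 3 SD, cut at about 22% in these data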;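 further: 0% = DMSO only wells and the 100% control is not disclosed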
MC4R antag cAMP = antagonists of human melanocortin 4 receptor (MC4R) | MC4R-expressing cells, MTII-stimulated cAMP, LANCE TR-FRET | actives 0.48% (n = 360,000) | inhibition, % at 6.5 µM;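 active means inhibition above its plate's cutoff, the mean of tested wells on that plate plus 3 SD, cut at about 29% in these data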;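 further: 0% = Melanotan II alone and 100% = Melanotan II plus saturating MCL0020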
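system = U2OS cells with stable human MC4R expression | also added = Melanotan II challenge after compound preincubation | dosing = one concentration, 6.5 µM nominal | incubation = compound 30 min, challenge 1 h, detection 1 h | measured by = TR-FRET with Eu-cAMP and labeled anti-cAMP, 671 nm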
COUP-TFII inh = blocks human COUP-TFII nuclear receptor; P24468; HEK293T NGFI-A luciferase reporter, luminescence; inhibition, % at 8.6 µM; actives 0.7% (n = 370,000);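 active means inhibition above a per-plate cutoff, mean inhibition of test wells between control levels plus 3 SD, cut at about 38% in these data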;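 further: cells cotransfected with COUP-TFII expression vector driving the NGFI-A reporter; 0% = median of COUP-TF2 test wells and 100% = reporter-only cells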
Target sequence (P24468 whole entry, looked up): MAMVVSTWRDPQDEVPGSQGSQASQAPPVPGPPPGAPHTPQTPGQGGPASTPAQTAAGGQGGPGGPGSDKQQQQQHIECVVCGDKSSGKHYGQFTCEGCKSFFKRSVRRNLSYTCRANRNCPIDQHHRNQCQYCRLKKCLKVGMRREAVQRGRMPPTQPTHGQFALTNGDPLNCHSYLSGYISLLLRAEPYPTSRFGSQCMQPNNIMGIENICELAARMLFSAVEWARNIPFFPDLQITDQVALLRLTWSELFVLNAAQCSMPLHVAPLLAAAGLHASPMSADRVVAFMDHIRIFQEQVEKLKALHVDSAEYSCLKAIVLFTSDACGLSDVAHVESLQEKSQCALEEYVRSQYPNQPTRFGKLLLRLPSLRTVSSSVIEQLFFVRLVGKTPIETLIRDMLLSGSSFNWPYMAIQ
NCOA3 inh = inhibitors of human steroid receptor coactivator 3 (SRC3); Q9Y6Q9; HEK293 GAL4-SRC3 luciferase reporter, luminescence; inhibition, % at 3.6 µM; actives 0.17% (n = 360,000); AID 588352;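 active means inhibition above a per-campaign cutoff, the mean of all compounds plus 3 SD, cut at about 60% in these data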;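 further: 0% = DMSO-treated cells and 100% = gossypol-treated cells at 36 µM; higher means less SRC3-driven luciferase light from the GAL4 reporter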
NR5A2 inv ag = NR5A2 inverse agonism in reporter assay; O00482; actives 0.13% (n = 360,000); HEK293T StAR-luciferase reporter, LRH-1 transfected, 24 h; inhibition, % at 3.6 µM;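 active means inhibition above the mean inhibition of all tested compounds plus 3 SD, cut at about 73% in these data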;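 further: 0% = DMSO wells and 100% = reporter-only cells lacking LRH-1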
SRC2 inh = human SRC2 (NCOA2) inhibition; HEK293 GAL4-SRC2 luciferase reporter, luminescence; actives 0.17% (n = 370,000); inhibition, % at 9 µM; Q15596;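 active means inhibition above the mean inhibition of all tested compounds plus 3 SD, set per campaign, cut at about 52% in these data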;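 further: 0% = DMSO treated cells and 100% = cells given Gossypol at 36 µM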
EBV LMP1 NFkB = inhibitors of Epstein-Barr LMP1-induced NF-kappaB reporter | LMP1-induced NF-kappaB luciferase reporter cells, luminescence | inhibition, % at 12.5 µM | actives 0.69% (n = 350,000); in the data active means inhibition above about 41%;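 further: 0% = neutral control wells and 100% = reference inhibitor control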
NCOA1 inh = inhibits human SRC1 coactivator; HEK293 GAL4-SRC1 luciferase reporter, luminescence; inhibition, % at 3.6 µM; Q15788; AID 588354; actives 0.12% (n = 360,000);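 active means inhibition above the campaign mean plus 3 SD, with each screening campaign given its own cutoff, cut at about 60% in these data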;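 further: 0% = DMSO treated cells and 100% = gossypol at 36 µM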
NOD2-RIPK2 inh = blocks binding of human NOD2 to RIPK2; inhibition, % at 4.98 µM; actives 0.38% (n = 360,000); O43353; CHO BLA complementation NOD2-RIPK2, CCF4 ratio; AID 624267; in the data active means inhibition above about 21%;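 further: 0% = vehicle only and 100% = reference blocker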
Target sequence (O43353 whole entry, looked up): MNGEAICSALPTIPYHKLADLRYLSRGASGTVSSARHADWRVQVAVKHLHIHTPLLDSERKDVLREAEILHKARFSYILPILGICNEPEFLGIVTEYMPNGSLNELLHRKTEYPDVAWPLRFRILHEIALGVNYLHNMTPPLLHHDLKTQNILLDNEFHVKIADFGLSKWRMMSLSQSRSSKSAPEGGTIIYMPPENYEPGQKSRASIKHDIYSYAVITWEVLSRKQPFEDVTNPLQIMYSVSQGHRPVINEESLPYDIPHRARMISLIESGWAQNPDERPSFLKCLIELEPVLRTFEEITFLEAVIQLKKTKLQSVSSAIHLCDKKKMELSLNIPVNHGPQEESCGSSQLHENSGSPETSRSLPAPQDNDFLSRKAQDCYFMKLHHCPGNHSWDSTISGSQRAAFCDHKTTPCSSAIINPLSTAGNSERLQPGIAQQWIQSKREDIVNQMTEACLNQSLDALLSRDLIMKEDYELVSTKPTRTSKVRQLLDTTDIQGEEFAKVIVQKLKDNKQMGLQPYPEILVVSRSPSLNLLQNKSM
TLR9-MyD88 inh = TLR9-MyD88 interaction inhibition; Q9NR96+Q99836; inhibition, % at 4.98 µM; actives 0.21% (n = 340,000); CHO BLA complementation TLR9-MyD88, CCF4 FRET ratio;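 active means inhibition above the mean over all tested compounds plus 3 SD, cut at about 21% in these data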;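 further: 0% = DMSO only wells and 100% = clavulanate BLA inhibitor control wells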
MC4R ag barr = human MC4R agonism via beta-arrestin | P32245 | U2OS MC4R beta-arrestin complementation, luminescence; percent of melanotan II response, DMSO zero | activation, % at 8.9 µM | actives 0.98% (n = 360,000) | AID 540308;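 active means activation above a per-plate cutoff, the mean activation of sample wells on that plate plus 3 SD, cut at about 8% in these data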
Starred values were filed as active, the others as inactive; nt = no result given. This is a subset; rates above refer to the full screens.

SMILES | ABHD5-PLIN5 inh | MC4R antag cAMP | COUP-TFII inh | NCOA3 inh | NR5A2 inv ag | SRC2 inh | EBV LMP1 NFkB | NCOA1 inh | NOD2-RIPK2 inh | TLR9-MyD88 inh | MC4R ag barr
COc1cc(C=O)ccc1OCCSc1ccc(C)cc1 | -7 | -7 | -51 | -11 | 3 | -33 | -25 | -34 | -12 | 7 | 0.2
COc1ccc(CCn2c(=O)c3cccnc3n(Cc3cccc([N+](=O)[O-])c3)c2=O)cc1OC | -1 | 4 | 7 | 9 | -1 | 13 | 6 | 11 | -8 | -7 | -2.6
O=C(CSc1nc(=O)n2cc(Cl)ccc2n1)NCCc1ccccc1 | -4 | 3 | 16 | 16 | -3 | 10 | 1 | 9 | 0 | -8 | -2.6
O=C(OCC#CCSc1nnc(-c2ccc(Br)cc2)o1)c1cccs1 | -10 | 4 | -8 | -1 | -11 | -7 | -6 | 0 | 6 | 2 | -1.4
Cc1cc(C)nc(NC(=O)CSc2nc3cc(Cl)ccc3s2)n1 | 3 | -1 | 5 | -8 | -7 | -31 | -10 | -10 | -7 | 1 | -1.5
Cc1c(C(=O)N(CCO)Cc2ccccc2)oc2c(F)cccc12 | 1 | 5 | -19 | -37 | -34 | -29 | -22 | -70 | 4 | 5 | -0.6
COc1ccc(Cl)cc1-c1cc(C(=O)Nc2ccc(Br)cc2)[nH]n1 | -5 | 7 | 1 | 10 | -7 | 10 | nt | 8 | -10 | nt | 0.8
CCSc1nc(O)c(CC)c(=O)n1C(C)CC (stereo not given) | 0 | 16 | 4 | 4 | -18 | -31 | 3 | -1 | -11 | -2 | 0.5
CCCC1Cc2nc(N3CCCCC3)c(C#N)cc2CO1 (stereo not given) | -4 | 13 | nt | 10 | 5 | nt | -7 | 6 | -3 | 5 | 2.5
O=C(CCSc1nc(-c2ccco2)cc(C(F)(F)F)n1)NCc1cccs1 | -3 | 6 | -6 | -6 | 13 | 5 | -4 | 3 | -3 | 1 | -0.5
CCOc1cc(OCC)cc(C(=O)N2CCC[C@H]2C(=O)N2CCC[C@H]2C(=O)N[C@H](C)c2ccccc2)c1 | -3 | nt | -9 | nt | 24 | 5 | nt | nt | 5 | nt | nt
O=C1C=C(c2cc3ccccc3s2)C[C@@H](c2ccc(Cl)cc2)C1 | -8 | 7 | 4 | -3 | -16 | 0 | -33 | -4 | 2 | -2 | -0.4
COCCCN1C(=O)C(=O)/C(=C(/O)c2ccc(OC)cc2)C1c1ccc(O)c(OC)c1 (stereo not given) | -1 | -3 | -12 | -1 | -24 | -6 | 4 | -2 | -8 | 3 | 0.7
COc1ccc(/C=C/C(=O)Oc2ccc(C)c(C)c2)cc1OC | -8 | 1 | 6 | 10 | 1 | 10 | 11 | 15 | -3 | -5 | 1.3
CCOC(=O)C1CCN(C(=O)COC(=O)CNC(=O)c2sc3ccccc3c2Cl)CC1 | 0 | 8 | -5 | -16 | 6 | 11 | -1 | 2 | 4 | 1 | -3.5
Cc1cccc(Nc2c3c(nc4ccccc24)CCC3)c1 | 6 | -14 | 32 | 13 | 17 | 0 | -1 | 3 | 8 | nt | -1.6
CCC1CCCCN1Cc1ccc(CNS(=O)(=O)c2ccc3c(c2)oc(=O)n3C)o1 (stereo not given) | 1 | 6 | 13 | 5 | -8 | -18 | -1 | 9 | 5 | 3 | -0.7
COc1cc(/C=C/C(=O)OCC(=O)c2ccc3c(c2)NC(=O)CO3)ccc1OC(F)F | 5 | 9 | -6 | -6 | -14 | 2 | -1 | -30 | -5 | -2 | -0.1
COC(=O)C(=Nc1ccccc1)/C(C(=O)C(=O)N(C)c1ccccc1)=C(\O)c1ccc(Cl)cc1 | -7 | 7 | -23 | -9 | -25 | 6 | 4 | -20 | 14 | -2 | 0.4
CN(C)Cc1c(C(=O)N/N=C/c2ccoc2)nnn1-c1nonc1N | 2 | 12 | 5 | 2 | 4 | -10 | -3 | 4 | -4 | 6 | -0.4
COC(=O)C[N+](C)(C)CC#Cc1ccccc1 | 1 | 15 | 3 | 7 | -15 | -4 | 2 | 16 | 6 | 6 | 4.7
CCN(CC)c1ccc(C(=O)N2CCN(Cc3ccccc3)CC2)cc1 | -1 | -7 | 7 | -20 | 7 | -12 | -3 | -6 | -6 | -1 | -0.8
COc1ccccc1N(C)S(=O)(=O)c1ccc(C(=O)OCC(=O)N2CCC2)cc1 | 0 | 25 | 16 | -9 | -3 | -4 | 0 | -4 | 0 | -2 | -2.2
Cc1ccc2[nH]c(=O)c(CN(CC3CCCO3)C(=S)Nc3ccccc3)cc2c1 (stereo not given) | -1 | -2 | 0 | 16 | 2 | -3 | 3 | -5 | -11 | -2 | -0.8
O=S(=O)(N/N=C\c1ccc(-c2ccccc2Cl)o1)c1ccccc1 | -1 | 15 | -4 | 1 | 8 | -5 | 1 | -2 | 0 | -1 | 2.4
Cc1ccc(N2CC(C(=O)NNC(=O)c3ccc(F)cc3)CC2=O)cc1 (stereo not given) | -13 | 2 | -11 | -14 | 1 | -20 | 0 | -14 | 4 | -5 | -0.4
C=CCn1c(SCC(=O)N2CCc3ccccc3C2)nc2sc(C)cc2c1=O | 5 | -11 | -9 | 19 | 1 | 3 | 14 | 4 | 0 | -3 | 0.1
CC(C)CC(NC(=O)C(CC(C)C)NC(=O)OC(C)(C)C)C(=O)O (stereo not given) | -5 | 7 | -7 | 9 | -3 | -11 | 8 | -26 | -6 | 0 | -0.8
CC1CCCCN1C(=O)c1ccc(Br)o1 (stereo not given) | -6 | 12 | 4 | 13 | 10 | 20 | 3 | 0 | -5 | 0 | -0.3
CCOc1ccc(-c2nnc(NC(=O)COc3ccccc3F)o2)cc1 | 5 | 3 | 5 | -61 | 2 | 3 | 4 | -20 | -12 | -5 | 0.4
COc1ccc(C(=O)NCc2nnc(SCC(=O)Nc3cccc(F)c3)o2)cc1 | 2 | -2 | 12 | 5 | -1 | 25 | 5 | 6 | 1 | 1 | -2.2
CN1CCn2cnc(C(=O)Nc3ccc(Cl)cc3)c2C1=O | 7 | -4 | -1 | 9 | 11 | -11 | -10 | -5 | -15 | -4 | 0.8
CCOc1ccc(NC(=O)CCNc2c(N3CCCC3)c(=O)c2=O)cc1 | 1 | -8 | 7 | 15 | 11 | -5 | 1 | 9 | -3 | 9 | -2.4
CCOc1ccc(Cl)cc1S(=O)(=O)N1CCC(C(=O)N2CCCC2)CC1 | -1 | -2 | 7 | 2 | -17 | -12 | -3 | -13 | -10 | 3 | -3.0
COc1cc2[nH]c(=S)n(NC(=O)c3ccccc3)c(=O)c2cc1OC | 2 | 15 | -3 | 13 | 9 | 20 | -4 | -1 | -1 | 4 | -1.2
CSC[C@H]1CN(c2ccc(Br)cc2)C(=O)[C@@H]1CC(=O)Nc1ccccc1 | -12 | 5 | 10 | -50 | 6 | -15 | 1 | 0 | 0 | -11 | -1.1
CC1(C(=O)NCc2ccco2)CCN1C(=O)C1(c2ccccc2)CC1 (stereo not given) | 10 | 4 | 9 | 2 | 10 | 0 | nt | -4 | -5 | nt | -0.6
O=S(=O)(NCCNS(=O)(=O)c1cccs1)c1cccs1 | 2 | 9 | -10 | 14 | 8 | 27 | 4 | 7 | -7 | -6 | -0.1
CCN(C(=O)COC(=O)CCCOc1ccccc1)c1c(N)n(Cc2ccccc2)c(=O)[nH]c1=O | 9 | -1 | 2 | 14 | 9 | -16 | -3 | 12 | 0 | -10 | 0.3
CCOc1ccc(C(=O)N2CCn3c2nc2ccccc23)cc1 | -6 | 5 | -14 | -1 | -19 | -45 | 1 | -24 | -20 | 4 | 0.8

10 of these compounds, reformatted.
Values run as follows: ABHD5-PLIN5 inh	MC4R antag cAMP	COUP-TFII inh	NCOA3 inh	NR5A2 inv ag	SRC2 inh	EBV LMP1 NFkB	NCOA1 inh	NOD2-RIPK2 inh	TLR9-MyD88 inh	MC4R ag barr
> COC(=O)C[N+](C)(C)CC#Cc1ccccc1
→ 1	15	3	7	-15	-4	2	16	6	6	4.7
> CCN(CC)c1ccc(C(=O)N2CCN(Cc3ccccc3)CC2)cc1
→ -1	-7	7	-20	7	-12	-3	-6	-6	-1	-0.8
> COc1ccccc1N(C)S(=O)(=O)c1ccc(C(=O)OCC(=O)N2CCC2)cc1
→ 0	25	16	-9	-3	-4	0	-4	0	-2	-2.2
> Cc1ccc2[nH]c(=O)c(CN(CC3CCCO3)C(=S)Nc3ccccc3)cc2c1 (stereo not given)
→ -1	-2	0	16	2	-3	3	-5	-11	-2	-0.8
> O=S(=O)(N/N=C\c1ccc(-c2ccccc2Cl)o1)c1ccccc1
→ -1	15	-4	1	8	-5	1	-2	0	-1	2.4
> Cc1ccc(N2CC(C(=O)NNC(=O)c3ccc(F)cc3)CC2=O)cc1 (stereo not given)
→ -13	2	-11	-14	1	-20	0	-14	4	-5	-0.4
> C=CCn1c(SCC(=O)N2CCc3ccccc3C2)nc2sc(C)cc2c1=O
→ 5	-11	-9	19	1	3	14	4	0	-3	0.1
> CC(C)CC(NC(=O)C(CC(C)C)NC(=O)OC(C)(C)C)C(=O)O (stereo not given)
→ -5	7	-7	9	-3	-11	8	-26	-6	0	-0.8
> CC1CCCCN1C(=O)c1ccc(Br)o1 (stereo not given)
→ -6	12	4	13	10	20	3	0	-5	0	-0.3
> CCOc1ccc(-c2nnc(NC(=O)COc3ccccc3F)o2)cc1
→ 5	3	5	-61	2	3	4	-20	-12	-5	0.4

Later entries:
SMILES | ABHD5-PLIN5 inh | MC4R antag cAMP | COUP-TFII inh | NCOA3 inh | NR5A2 inv ag | SRC2 inh | EBV LMP1 NFkB | NCOA1 inh | NOD2-RIPK2 inh | TLR9-MyD88 inh | MC4R ag barr
CCCCn1c2nc3ccccc3nc2c2c(=O)n(CC(C)C)cnc21 | -6 | -1 | -4 | 8 | -5 | 3 | -2 | 2 | 3 | -12 | -1.1
Cc1ccccc1N1CC(C(=O)Nc2ccc(S(=O)(=O)NCC3CCCO3)cc2)CC1=O (stereo not given) | -4 | -1 | 4 | 5 | 9 | -19 | 1 | 3 | -7 | 1 | 0.8
O=C(C1CCCN(S(=O)(=O)c2cccc3nsnc23)C1)N1CCCCCC1 (stereo not given) | -3 | -3 | 6 | 2 | -7 | 15 | 5 | -23 | -5 | 2 | -2.3
Cc1ccc(C)c(S(=O)(=O)Nc2ccc(C(=O)NCC(c3ccco3)N3CCCCC3)cc2)c1 (stereo not given) | 8 | 6 | 12 | 20 | 21 | 7 | 2 | 2 | -21 | -7 | 0.2
